Screening results as filed in PubChem BioAssay.
Nrf2 activator – Nrf2 pathway activation | AID 624171 | AREc32 ARE-luciferase reporter (MCF7-derived line), luminescence, 24 h | 0.31% of 410,000 active | Potency, µM (series often up to 46.1 µM), inactives show top-dose activation, usual class: activators; also: potency is read from the fitted curve at half-maximal effect; % of control where 0% means no effect; nearly all actives have a fitted effect of over 65% in size
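Quantitative high-throughput format: AREc32 reporter cells, 1000 per well, received compound by pin transfer and were incubated 24 hr at 37 deg C, 5% CO2, before Steady-Glo luminescence detection.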
Nrf2 block – Nrf2 pathway inhibition. Potency, µM (highest dose often 46 µM), for inactives: top-dose activity change, negative = inhibition, most hits filed as inhibitors. AID 504444. A549 ARE-Fluc reporter, luciferase luminescence, 18-24 h. 2.1% of 360,000 active; also: potency is read from the fitted curve at half-maximal effect; % is scaled to controls: 0 for no effect and ±100 for the full control effect; nearly all actives have a fitted effect of over 60% in size
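A549 ARE_Fluc cells, 5000/well, 5% FBS OPTI-MEM; compounds in dose-response, 18-24 h at 37 °C/5% CO2; CellTiter-Fluor viability read (Ex 405/Em 525), then BugLite luciferase luminescence = Nrf2 activity.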
TGFb SMAD3 inh – TGF-b pathway inhibition; HepG2 CAGA-GFP TGF-b/SMAD3 reporter, GFP fluorescence, 18 h; TGF-beta stimulated, 500 pg/mL final; Potency, µM (doses to about 46.1 µM), for the others: top-dose activity, negative = inhibition, most hits filed as inhibitors; 1.2% of 410,000 active; AID 588855; also: potency is read from the fitted curve at half-maximal effect; % is scaled to controls: 0 for no effect and ±100 for the full control effect; nearly all actives have a fitted effect of over 65% in size
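Smad-responsive CAGA-GFP expression was quantified in HEPG2 cells exposed to compounds and 500 pg/mL final TGF-beta for 18 h at 37 degrees C; unstimulated wells defined full inhibition.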
A549 viability – kills or reduces viability of A549 cells in Nrf2 counter-screen | A549 ARE-Fluc cells, CellTiter-Fluor viability, 18-24 h | Potency, µM (doses to about 46 µM), inactives show top-dose activity change, negative = cytotoxicity, most hits filed as inhibitors | 0.16% of 390,000 active | AID 504648; also: potency is read from the fitted curve at half-maximal effect; % is scaled to controls: 0 for no effect and ±100 for the full control effect
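A549 ARE_Fluc cells in 5% FBS OPTI-MEM were exposed to compounds in concentration-response for 18-24 h at 37 deg C. Viability was read by CellTiter-Fluor fluorescence (Ex 405/Em 525) after 30 min, before the luciferase read.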
IL1B secr inh – inflammasome signaling inhibition, IL-1 beta readout; activity change, % at 57.5 µM; THP-1 LPS/ATP IL-1B secretion, AlphaLISA, 16 h; stronger effect = lower value; 4.7% of 360,000 active; in the data active = activity change below about -50%; inconclusive = mostly about -30% to -49%; also: % is scaled to controls: 0 for no effect and ±100 for the full control effect
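Secreted IL-1B measured by AlphaLISA bead assay after 16 h compound exposure of THP-1 cells; compounds (final up to 57.5 uM) added 1 h before LPS (250 ng/mL) and ATP (1.25 mM) stimulation; lower signal means less secretion.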
MCF10A rerep – inducers of DNA re-replication in MCF 10A breast cells; MCF 10A DNA re-replication, Hoechst nuclear intensity, 48 h; Potency, µM (highest dose often 46.1 µM), inactives show at the top dose activity, positive = re-replication, actives largely listed as activators; 2.9% of 350,000 active; AID 624296; also: potency is read from the fitted curve at half-maximal effect; % of control where 0% means no effect; nearly all actives have a fitted effect of over 50% in size
ATXN viability – cell viability loss in ATXN counter-screen | S2 cells (HEK-293 line with an ATXN2-luciferase reporter) viability, CellTiter-Fluor protease fluorescence, 24 h | Potency, µM (titrated, usually from 56.7 µM), actives largely listed as cytotoxic | 0.49% of 400,000 active; also: potency is read from the fitted curve at half-maximal effect; nearly all actives have a fitted effect of over 40% in size
HepG2 tox – counter-screen for TGF-b inhibitors: cytotoxicity in HepG2 cells | HepG2 CAGA-GFP viability, ATP luminescence, 18 h | 0.76% of 410,000 active | Potency, µM (doses to about 46.1 µM), for the others: top-dose activity change, negative = cytotoxicity, usual class: cytotoxic; also: potency is read from the fitted curve at half-maximal effect; some results filed as inactive show a strong effect at the top dose
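HepG2 CAGA-GFP cells (1000/well, DMEM with 1% FBS) received compound, then TGF-beta at 500 pg/mL final, and were incubated 18 hours at 37 degrees C. Viability was read by CellTiter-Glo luminescence. Media-only wells were set as complete cell-killing and DMSO as no toxicity.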
ATXN2 expr inh – ATXN2 expression inhibition; HEK-293 ATXN2-luciferase reporter, luminescence, 24 h; Potency, µM (highest dose often 57 µM), for the others: at the highest dose activity change, negative = inhibition, most hits filed as inhibitors; 0.72% of 360,000 active; also: potency is read from the fitted curve at half-maximal effect; % is scaled to controls: 0 for no effect and ±100 for the full control effect; nearly all actives have a fitted effect of over 55% in size
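qHTS (up to 57 uM final) was run with 24 h compound exposure of reporter cells at 37 °C. Each well was multiplexed: SteadyGlo luminescence measured ATXN2-luciferase expression after a fluorogenic Gly-Phe-AFC viability readout (25 uM final).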
Starred values were filed as active, the others as inactive; i = inactive; ? = inconclusive; nt = not tested or not shown; & = joins results of further samples; [ ] = another dose, or the depositor's remark. Unless noted, calls follow the shape of the dose curve; as a rule, active = well fitted curve in the direction sought with a large enough effect; inconclusive = small, poorly fitted or top-dose-only effect, or another doubt; inactive = no such curve, though single readings can be large; an effect the other way counts as inactive or inconclusive.

SMILES	Nrf2 activator	Nrf2 block	TGFb SMAD3 inh	A549 viability	IL1B secr inh	MCF10A rerep	ATXN viability	HepG2 tox	ATXN2 expr inh
CCN(c1ccc(Cl)cc1)S(=O)(=O)c1nnc(NC(=O)C2CCCCC2)s1	-1.0%	-11%	0%	13%	nt	nt	nt	5%	nt
C[C@H](CO)N1C[C@H](C)[C@@H](CN(C)S(=O)(=O)c2ccc3c(c2)OCCCO3)OCc2cn(nn2)CCCC1=O	0.0%	nt	-8%	nt	-29	nt	i	-22%	-7%
COc1ccc(NC(=O)C(CC(=O)O)Cc2ccc(Br)cc2)cc1 (stereo not given)	-0.6%	-25%	-3%	0%	47	4%	i	-1%	-16%
COc1ccc(NC(=O)NNC(=O)c2ccc3ccccc3c2)cc1OC	-0.5%	-9%	-13%	9%	i	2%	i	-50%	?
Cc1ccc(NC(=O)CSC2=C(C#N)C(c3ccco3)C3=C(CCCC3=O)N2)cc1 (stereo not given)	-0.2%	?	-16%	-10%	-52*	?	i	-22%	3%
CCCCCOC(=O)C1=C(C)Nc2nnnn2C1c1ccccc1Cl (stereo not given)	-0.6%	?	?	-22%	9	?	i	-109%	-7%
Cc1cn([C@H]2C[C@H](O)[C@@H](CNCc3ccc(CN(C)S(C)(=O)=O)o3)O2)c(=O)[nH]c1=O	-0.2%	nt	1%	nt	14	nt	?	5%	4%
O=S(=O)(Nc1cccc(F)c1)c1cccc2nsnc12	-0.5%	0%	3%	-1%	4	0%	i	0%	-5%
COC(=O)[C@]1(C)N[C@H](c2ccc(-c3ccc(Cl)c(Cl)c3)c(OC)c2)[C@@H]2C(=O)N(C)C(=O)[C@@H]21	0.3%	?	?	-7%	-13	?	?	-23%	?
CCOc1ccccc1CNC(=O)CCc1cn(CC)c2ccccc12	-0.1%	?	0%	-1%	14	5%	i	-18%	-13%

Compound profiles (already shown):
COC(=O)[C@]1(C)N[C@H](c2ccc(-c3ccc(Cl)c(Cl)c3)c(OC)c2)[C@@H]2C(=O)N(C)C(=O)[C@@H]21 reads Nrf2 activator = 0.3%; Nrf2 block = ?; TGFb SMAD3 inh = ?; A549 viability = -7%; IL1B secr inh = -13; MCF10A rerep = ?; ATXN viability = ?; HepG2 tox = -23%; ATXN2 expr inh = ?
C[C@H](CO)N1C[C@H](C)[C@@H](CN(C)S(=O)(=O)c2ccc3c(c2)OCCCO3)OCc2cn(nn2)CCCC1=O reads Nrf2 activator = 0.0%; Nrf2 block = nt; TGFb SMAD3 inh = -8%; A549 viability = nt; IL1B secr inh = -29; MCF10A rerep = nt; ATXN viability = i; HepG2 tox = -22%; ATXN2 expr inh = -7%

Carrying on:
SMILES	Nrf2 activator	Nrf2 block	TGFb SMAD3 inh	A549 viability	IL1B secr inh	MCF10A rerep	ATXN viability	HepG2 tox	ATXN2 expr inh
O=C(CCNc1cccc(Cl)c1)c1cccs1	?	?	-14%	-4%	0	?	i	-4%	38%
O=C(Nc1cccc(F)c1)c1cc(-c2ccco2)nc2ccccc12	?	10%	-25%	3%	0	6%	i	-29%	nt
CN(Cc1nc(-c2ccncc2)no1)S(=O)(=O)c1ccc(Cl)cc1	-0.1%	-21%	-24%	0%	7	-6%	i	0%	-17%
COc1cccc(CNC(=O)CCS(=O)(=O)c2ccccc2Cl)c1	-1.0%	2%	-2%	-1%	-10	-2%	nt	-2%	nt
Nc1c(-c2ccc(Cl)cc2)cnn1-c1cccc(C(F)(F)F)c1	-0.1%	19%	39%[activator]	-8%	-11	10%	i	-23%	25%
O=C(O)c1ccc(CNc2ccccc2C(=O)O)cc1	-0.1%	18%	-19%	-9%	-3	2%	i	0%	40%[activator]
CCN(c1ccc(Cl)cc1)S(=O)(=O)c1nnc(NC(=O)c2ccco2)s1	7.7%	?	0%	3%	nt	nt	nt	-32%	nt
Cc1ccc(F)c(C2C3C=CCCC3(C)C(=O)N2Cc2ccccc2)c1 (stereo not given)	nt	?	?	?	nt	nt	nt	-6%	nt
CN1C2C(Br)CCCCN2c2ccc(F)cc2S1(=O)=O (stereo not given)	0.2%	5%	17%	2%	-9	17%	i	-1%	-17%
O=S(CC(O)c1ccccc1)c1ccccc1 (stereo not given)	3.4%	nt	-3%	nt	6	nt	i	-10%	nt
COc1cccc(-c2c(C(=O)N/N=C(\C)c3ccc(Cl)s3)nnn2-c2nonc2N)c1	2.4%	-3%	-8%	-16%	20	?	i	-8%	5%
O=C(NNS(=O)(=O)c1ccccc1)Nc1ccc(F)cc1	0.0%	17%	9%	1%	-14	-3%	i	6%	-1%
C/C(=N/NC(=O)CN1CCN(Cc2ccccc2Cl)CC1)c1ccco1	4.0%	?	-9%	-5%	58	4%	i	2%	-9%
CC(=O)Nc1ccc(NC(=O)c2sc3nc4c(c(-c5ccc(C)cc5)c3c2N)CCC4)cc1	-1.0%	?	-10%	-1%	-21	5.8µM*	?	-33%	-13%
N#C/C(=C\c1ccc(OCc2ccc(Cl)cc2Cl)cc1)c1nc2ccccc2[nH]1	10%	-15%	-13%	3%	nt	nt	nt	-12%	nt
CCOc1c(Br)cc(/C=C2\N=C(C)OC2=O)cc1Br	-0.6%	2%	6%	-1%	-1	0%	i	4%	5%
CNCCCOc1cccc(OC(C)C)c1	-0.1%	17%	-10%	-12%	-6	-1%	?	3%	3%
COCc1ccc(C(=O)NC2CC(C)(C)Cc3c2cnn3-c2ccc(C)cc2)o1 (stereo not given)	2.5%	?	-3%	-3%	-3	?	i	1%	-6%
CCOC(=O)c1c(N)n(-c2ccc(C)c(C)c2)c2nc3ccccc3nc12	-0.8%	nt	20%	1%	nt	nt	i	-14%	8%
NS(=O)(=O)c1ccc(NC(=O)COC(=O)/C=C/c2ccc([N+](=O)[O-])cc2)cc1	7.4%	0%	6%	1%	0	-4%	i	3%	11%
CC(C)C(=O)c1cc2c(cc1NC(=O)c1ccccc1)OCCO2	-0.1%	?	1%	?	?	?	i	-17%	1%
CCOC(=O)c1cc(S(=O)(=O)N2CCN(c3ccccc3OC)CC2)[nH]n1	-1.0%	nt	-26%	0%	nt	nt	i	-7%	-7%
CC(C)N(C(=O)Cn1cc(S(=O)(=O)CC(=O)NCc2ccc(F)cc2)c2ccccc21)C(C)C	2.5%	3%	15%	1%	i	11%	i	-5%	8%
O=C(CCN1CCN(CC(=O)Nc2ccccc2Cl)CC1)Nc1ccccc1F	0.2%	nt	-4%	10%	-28	26%	i	-5%	4%
COc1cccc(CC(=O)Nc2ccc3c(c2)c(=O)n(C)n3-c2ccc(C(C)(C)C)cc2)c1	0.6%	nt	?	nt	-20	nt	?	7%	-39%
CCCc1nc2nc(C)c(NS(=O)(=O)c3ccc(F)cc3)c(=O)n2[nH]1	0.2%&-0.3%	-12%&16%	-5%&0%	1%&1%	-4	-1%	i	-4%&2%	19%&-3%
COCCn1c(C)nnc1SCC(=O)NNC(=O)c1ccc(Br)cc1	0.3%	7%	-20%	3%	-11	-4%	i	9%	1%
COc1cccc2sc(N(CCCN(C)C)C(=O)c3ccc(S(=O)(=O)N4CCc5ccccc5C4)cc3)nc12	10%	-5%	?	-17%	-97*	?	?	-79%	?
CCOC(=O)c1cc2c(=O)n3ccccc3nc2n(CC(C)C)c1=NC(=O)C(C)Oc1ccccc1 (stereo not given)	-0.2%	0%[9.27 µM]	?	-9%	nt	nt	nt	0%	-4%
OC(c1ccc(Cl)cc1)C(CN1CCOCC1)c1ccccc1 (stereo not given)	0.0%	-8%	-1%	-2%	-13	15%	?	-10%	-23%
O=C(COc1ccc(S(=O)(=O)N2CCOCC2)cc1)N1CCN(c2ccccc2)CC1	-1.2%	?	-3%	-1%	10	8%	?	-2%	-17%
CN(Cc1cc2ccccc2[nH]c1=O)S(=O)(=O)c1ccccc1	0.5%	3%	-14%	3%	-15	-5%	i	0%	18%
O=C(c1ccc(S(=O)(=O)NCC2CCCO2)cc1)N1CCN(c2ccccc2F)CC1 (stereo not given)	-0.9%	-7%	0%	1%	6	-13%	i	-8%	-15%
O=C(CN(C(=O)c1csnn1)c1ccccc1)NCCc1ccccc1	-0.7%	-5%	3%	1%	-3	?	i	-7%	-2%
CN1CCN(C(=O)OC2CC3CC2[C@H]2CCCCN2C3=O)CC1 (stereo not given in full)	-0.2%	nt	nt	nt	19	nt	i	nt	6%
C=C1CC[C@H](O)C/C1=C/C=C1\CCC[C@]2(C)[C@@H]([C@H](C)/C=C/[C@H](C)C(C)C)CC[C@@H]12	9.1%	-5%	-2%	0%	23	?	i	-22%	-11%
CCOC(=O)c1[nH]c(C)c(C(=O)Nc2ccc3c(c2)CCC3)c1C	0.2%	-22%	-4%	-8%	-1	?	i	16%	20%
Cc1ccc(-n2ncc3c(N(CCO)Cc4ccccc4)ncnc32)cc1	10%	nt	?	10%	nt	nt	?	-10%	29%
O=C(O)c1cnn(-c2ccccc2)c1C(F)(F)F	-0.7%	13%	-1%	6%	-4	-4%	i	-1%	-14%
CCCCCN(C(=O)CCC(=O)OCC(=O)Nc1cccc(CC)c1)c1c(N)n(CCCC)c(=O)[nH]c1=O	0.3%	-5%	3%	-6%	-19	4%	i	1%	-6%
Cc1ccc(S(=O)(=O)N2CCN(CC(=O)NC(=O)NCc3ccccc3)CC2)cc1C	-0.3%	0%	-19%	-5%	-1	-3%	i	2%	11%
COc1ccc(S(=O)(=O)N(CC(=O)NN=C2CCN(C)CC2)c2cc(Cl)ccc2OC)cc1OC	5.0%	21%	2%	3%	8	?	i	-1%	-3%
O=C(COc1ccc(Cl)cc1)NCc1nnc(SCC(=O)Nc2ccccc2)o1	-0.9%	2%	-3%	-5%	14	-2%	i	4%	-1%
CCOC(=O)c1cc(-c2ccccc2)n(CCCC(=O)Nc2cccc(C)c2)c1C	-1.7%	nt	?	-23%	nt	nt	nt	-36%	nt
O=C(C1CCCCC1)N1CCN(c2ncccn2)CC1	0.1%	1%	4%	-2%	-21	-4%	i	3%	5%
O=C(CN1CCN(c2ccc(F)cc2)CC1)Nc1ccccc1[N+](=O)[O-]	0.1%	?	0%	4%	-15	-4%	i	-25%	-17%
